Screening results deposited in PubChem by National Center for Advancing Translational Sciences (NCATS).
TSHR antag = human thyrotropin receptor antagonism. activity change, negative = inhibition, % at 11.5 µM. TSHR-expressing cells, TSH-stimulated cAMP HTRF, 2 h; stronger effect = lower value. 330,000 tested, 0.2% active. AID 504810. P16473;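 active = activity change below a set negative limit, meaning inhibition stronger than a set level, cut at about -70% in these data; inconclusive = activity change between two set negative limits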; note: % is set by controls: 0 for no effect and ±100 for the full control effect
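TSHR-expressing cells, 200/well, pre-treated with compound, then stimulated with EC80 TSH (4nM final) for 2 hours at 37 deg C. cAMP measured by competitive HTRF: anti-cAMP cryptate antibody in lysis buffer plus cAMP-d2, read after 30 minutes at room temperature.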
CXXC DNA block = MLL CXXC-DNA interaction inhibition; 290,000 tested, 0.037% active; Q03164; Potency, µM (titrated, usually from 115 µM), for inactives: at the top dose activity change, negative = inhibition, actives largely listed as inhibitors; MLL-CXXC / FITC-HOXA9 DNA fluorescence polarization; active = well fitted inhibition curve with a large enough effect in the polarisation, with a control signal flat, not every such curve was filed as active; inconclusive = small, poorly fitted or top-dose-only effect, or effect the other way, or a change in a side signal; inactive = no such curve, though single readings can be large or run the other way; the % refers to the polarisation; note: potency is the fitted concentration of half-maximal effect
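Steps: dispense CXXC domain solution (7 uM) → pin compounds or unlabeled HOX-A9 DNA control → 5 min ambient → add FLSN-HOX-A9 solution (50 nM) → spin → 30 min ambient → fluorescence polarization. Tris pH 7.5/NaCl/DTT/BSA buffer.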
ASM inhibitor = human S-ASM enzyme inhibition; P17405; placental ASM, HMU-PC fluorogenic substrate, 60 min; Potency, µM (titrated, usually from 57.5 µM), for inactives: top-dose activity change, negative = inhibition, usual class: inhibitors; 340,000 tested, 0.006% active; note: potency is the fitted concentration of half-maximal effect
Target sequence (P17405 47-631 limits assumed): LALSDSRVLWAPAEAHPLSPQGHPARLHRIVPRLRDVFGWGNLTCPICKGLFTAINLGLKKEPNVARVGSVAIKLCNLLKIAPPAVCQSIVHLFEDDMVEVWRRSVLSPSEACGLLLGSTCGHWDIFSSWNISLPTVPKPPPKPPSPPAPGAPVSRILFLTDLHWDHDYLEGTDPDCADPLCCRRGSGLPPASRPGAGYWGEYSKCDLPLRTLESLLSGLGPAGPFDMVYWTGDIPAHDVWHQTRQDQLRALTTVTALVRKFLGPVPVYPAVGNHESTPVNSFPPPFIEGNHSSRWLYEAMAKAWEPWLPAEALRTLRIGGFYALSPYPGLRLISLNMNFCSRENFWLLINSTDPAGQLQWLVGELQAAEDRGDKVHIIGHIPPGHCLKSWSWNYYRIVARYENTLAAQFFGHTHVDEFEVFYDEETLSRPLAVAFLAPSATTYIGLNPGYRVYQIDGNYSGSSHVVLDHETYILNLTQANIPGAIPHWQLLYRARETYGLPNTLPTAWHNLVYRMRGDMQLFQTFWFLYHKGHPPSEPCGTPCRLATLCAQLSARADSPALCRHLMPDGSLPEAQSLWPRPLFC
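Fluorogenic HMU-PC substrate (9 uM final) is turned over by placental ASM in 60 min at 37 C after a 10 min compound preincubation. Reaction ended by alkaline stop (pH 10), with fluorescence read at 386/447 nm.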
Integrin act MD = activates integrin-mediated alleviation for muscular dystrophy. alpha7betagal myoblasts, beta-gal FDG fluorescence, 48 h. Potency, µM (titrated, usually from 38.3 µM), for the others: top-dose activation, most hits filed as activators. 350,000 tested, 0.064% active. AID 624291;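 note: potency is the fitted concentration of half-maximal effect; 100% = response of the positive control SU9516; nearly all actives have a fitted effect of over 60% in size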
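Alpha7betagal+/- myoblasts (passage 13) were plated 16-24 hr, then exposed to compounds (1:260 dilution of DMSO stock) for 48 hours at 37C. After MPER lysis, β-galactosidase reporter activity was read as FDG fluorescence (ex 480/em 540) after 30 minutes.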
TCR activator = T cell receptor activation. primary human leukocytes, anti-CD3, IL-2 HTRF, 48 h. Potency, µM (highest dose often 9.22 µM), for the others: at the highest dose activation of IL-2 secretion, usual class: activators. 330,000 tested, under 10 active. AID 504894; note: % of control where 0% means no effect
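Primary human leukocytes were stimulated with a-CD3 beads plus compounds for 48 hr without co-stimulation; secreted IL-2 was quantified by HTRF using a-IL-2-K (europium cryptate) and a-IL-2-d2, excited at 320nm with acceptor emission read at 665nm.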
Mito fusion yeast = mitochondrial division inhibition or fusion activation; S. cerevisiae fusion-defective mutant growth rescue, CellTiterGlo 48 h; AID 485298; Potency, µM (series often up to 46.1 µM), for the others: at the top dose growth rescue (activation), hits mostly activators; 320,000 tested, 0.23% active;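 note: potency is the fitted concentration of half-maximal effect; % of control where 0% means no effect; nearly all actives have a fitted effect of over 45% in size; temperature-sensitive fusion mutants such as fzo1-1 at 37 °C on non-fermentable ethanol glycerol medium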
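S. cerevisiae fusion-defective temperature-sensitive mutants (e.g. fzo1-1, mgm1-5) grown 48 h at 37C in YPEG (ethanol/glycerol non-fermentable) medium with 23 nl compound per well; growth rescue read as CellTiterGlo luminescence.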
MBNL1-CUG inh = inhibitors of human MBNL1 binding to CUG repeat RNA. 280,000 tested, 0.036% active. TR-FRET MBNL1-His/biotin-(CUG)12 binding, 665/545 ratio. AID 2675. Potency, µM (series often up to 57.5 µM), for the others: at the top dose activity change, negative = inhibition, usual class: inhibitors. Q9NR56; active = well fitted inhibition curve with a large enough effect in the signal ratio, with a control signal flat, not every such curve was filed as active; inconclusive = small, poorly fitted or top-dose-only effect, or effect the other way, or a change in a side signal; inactive = no such curve, though single readings can be large or run the other way; the % refers to the signal ratio; note: potency is the fitted concentration of half-maximal effect; % is set by controls: 0 for no effect and ±100 for the full control effect
Target sequence (Q9NR56 whole entry, looked up): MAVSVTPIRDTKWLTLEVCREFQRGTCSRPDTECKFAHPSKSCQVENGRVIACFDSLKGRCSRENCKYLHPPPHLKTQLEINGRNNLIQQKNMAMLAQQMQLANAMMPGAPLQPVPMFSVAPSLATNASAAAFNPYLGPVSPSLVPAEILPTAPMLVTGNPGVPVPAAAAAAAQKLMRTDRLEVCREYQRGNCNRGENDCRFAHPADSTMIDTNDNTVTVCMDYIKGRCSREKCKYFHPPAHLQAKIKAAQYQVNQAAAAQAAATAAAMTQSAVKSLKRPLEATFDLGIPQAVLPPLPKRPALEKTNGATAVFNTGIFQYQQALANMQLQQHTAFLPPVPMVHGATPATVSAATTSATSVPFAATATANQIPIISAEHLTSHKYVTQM
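Inhibition of protein-RNA binding appears as loss of TR-FRET between terbium anti-His antibody on MBNL1-His and streptavidin-XL665 on biotin-(CUG)12. Activity is normalized to buffer-only and uninhibited-complex controls.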
A-T KAP1 phos = potential ataxia-telangiectasia treatments restoring KAP-1 phosphorylation; […] A-T fibroblasts, KAP-1 phosphorylation AlphaLISA; neocarzinostatin DNA damage 30 min before lysis; Potency, µM (titrated, usually from 57.5 µM), inactives show top-dose activation, actives largely listed as activators; 320,000 tested, 0.19% active; AID 485349; note: potency is the fitted concentration of half-maximal effect; % of control where 0% means no effect; nearly all actives have a fitted effect of over 45% in size
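hTERT-immortalized A-T patient fibroblasts ([…]), 500 cells/well in OPTI-MEM, 1% FBS, got compounds for 60 min, then NCS for 30 min at 37C. Lysates were then assayed for phospho-KAP-1 by AlphaLISA (anti-pKAP1 donor, anti-KAP1 acceptor beads), 6 hr at 25C.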
Menin MLL FP TR = inhibitors of human menin-MLL interaction, mutant MLL peptide. O00255. AID 1768. Menin + Texas Red MLL mutant peptide, fluorescence polarization. 270,000 tested, 0.23% active. Potency, µM (top dose mostly 61.6 µM), inactives show top-dose FP activity change, negative = inhibition, hits mostly inhibitors; active = well fitted inhibition curve with a large enough effect in the polarisation, with a control signal flat, not every such curve was filed as active; inconclusive = small, poorly fitted or top-dose-only effect, or effect the other way, or a change in a side signal; inactive = no such curve, though single readings can be large or run the other way; the % refers to the polarisation; note: potency is the fitted concentration of half-maximal effect; % of control where 0% means no effect; many of its hits are not listed in these tables
PTAP TSG101 blk = blocks PTAP/TSG101 interaction to inhibit HIV-1 budding. 340,000 tested, under 10 active. Potency, µM (series often up to 115 µM), for the others: at the top dose activity change, negative = inhibition, hits mostly inhibitors. AID 493005. Fluorescence polarization, FITC-PTAP peptide / Tsg101 binding; active = well fitted inhibition curve with a large enough effect in the main read-out, with a control signal flat, not every such curve was filed as active; inconclusive = small, poorly fitted or top-dose-only effect, or effect the other way, or a change in a side signal; inactive = no such curve, though single readings can be large or run the other way; note: potency is the fitted concentration of half-maximal effect; % of control where 0% means no effect
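Fluorescence polarization binding of Tsg101 binding domain (10 uM final) to FITC-labeled PTAP peptide (50 nM final) in HEPES pH 7.5 buffer with NaCl, Tween 20, EDTA, TCEP. Compounds added before peptide; binding 20 min at RT.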
Active calls of the source: *; ? = inconclusive; / = not tested or not shown; [ ] = another dose, or the depositor's remark. Unless noted, calls come from the whole dose curve; as a rule, active = well fitted curve in the direction sought with a large enough effect; inconclusive = small, poorly fitted or top-dose-only effect, or another doubt; inactive = no such curve, though single readings can be large; an effect the other way counts as inactive or inconclusive.

The line under a structure holds: TSHR antag	CXXC DNA block	ASM inhibitor	Integrin act MD	TCR activator	Mito fusion yeast	MBNL1-CUG inh	A-T KAP1 phos	Menin MLL FP TR	PTAP TSG101 blk
> CCn1c(-c2ccco2)nc2ccccc21
→ 17.6	5.2%	0.8%	-8.1%	-0.3%	4.7%	-11.2%	8.6%	-5.0%	-3.1%
> CCOC(=O)/C(N=Nc1ccc(F)cc1)=C(/O)c1ccc([N+](=O)[O-])cc1
→ -9.7	5.0%	-2.9%	-19.9%	-4.1%	-1.7%	7.6%	-7.2%	?	-1.3%
> COC(=O)CCC(=O)OC1(C)C(=O)C2=CN(CCCCO)C(c3ccc(OC)cc3)=CC2=C(Br)C1=O (stereo not drawn)
→ 0.4	-21.4%	/	/	/	-3.0%	?	1.6%	?	/
> CCOC(=O)c1cccc(NC(=O)CCNS(=O)(=O)c2cc(Br)cnc2N)c1
→ 1.1	9.1%	-0.6%	-6.2%	-2.5%	20.9%	1.3%	0.8%	6.1%	-9.2%
> CC(C(=O)O)n1c(C(F)(F)F)nc2ccccc21 (stereo not drawn)
→ 0.3	4.1%	-1.2%	0.1%	-9.9%	1.5%	-4.7%	-0.4%	0.6%	-3.9%
> O=C(Oc1ccc(OC(=O)N2CCCCC2)cc1)c1ccccc1
→ -11.6	70.0%[activator]	0.0%	12.6%	-5.3%	4.4%	?	8.1%	?	-3.7%
> O=C(O)C1CCCCC1C(=O)NCCCn1ccnc1 (stereo not drawn)
→ 22.9	-0.4%	7.1%	3.7%	2.9%	-1.7%	-1.1%	-0.3%	-13.3%	-4.3%
> C=CCn1cc(C(=O)NCC2CCCO2)c(=O)c2cc(S(=O)(=O)N3CCCCCC3)ccc21 (stereo not drawn)
→ -4.8	-1.8%	-2.7%	4.4%[7.66 µM]	-4.5%	-0.3%	-5.8%	3.1%	-5.5%	-5.5%
> Cc1ccccc1NC(=O)CSc1nc(N2CCCCC2)nc(N2CCCCC2)n1
→ 5.1	1.2%	3.4%	13.4%	0.6%	3.2%	-6.1%	-9.7%	?	0.7%
> CC(=O)/C(C#N)=C1\NC(=O)C(Cc2ccccc2C)S1 (stereo not drawn)
→ -0.9	15.2%	5.6%	14.5%	3.3%	5.5%	-1.4%	5.7%	/	-5.4%

5 compounds out of the list, ordered by SMILES length, smallest number first.
The line under a structure holds: TSHR antag	CXXC DNA block	ASM inhibitor	Integrin act MD	TCR activator	Mito fusion yeast	MBNL1-CUG inh	A-T KAP1 phos	Menin MLL FP TR	PTAP TSG101 blk
> CC(=O)/C(C#N)=C1\NC(=O)C(Cc2ccccc2C)S1 (stereo not drawn)
→ -0.9	15.2%	5.6%	14.5%	3.3%	5.5%	-1.4%	5.7%	/	-5.4%
> Cc1ccccc1NC(=O)CSc1nc(N2CCCCC2)nc(N2CCCCC2)n1
→ 5.1	1.2%	3.4%	13.4%	0.6%	3.2%	-6.1%	-9.7%	?	0.7%
> CCOC(=O)/C(N=Nc1ccc(F)cc1)=C(/O)c1ccc([N+](=O)[O-])cc1
→ -9.7	5.0%	-2.9%	-19.9%	-4.1%	-1.7%	7.6%	-7.2%	?	-1.3%
> C=CCn1cc(C(=O)NCC2CCCO2)c(=O)c2cc(S(=O)(=O)N3CCCCCC3)ccc21 (stereo not drawn)
→ -4.8	-1.8%	-2.7%	4.4%[7.66 µM]	-4.5%	-0.3%	-5.8%	3.1%	-5.5%	-5.5%
> COC(=O)CCC(=O)OC1(C)C(=O)C2=CN(CCCCO)C(c3ccc(OC)cc3)=CC2=C(Br)C1=O (stereo not drawn)
→ 0.4	-21.4%	/	/	/	-3.0%	?	1.6%	?	/

Full records from above. Order of screens: TSHR antag | CXXC DNA block | ASM inhibitor | Integrin act MD | TCR activator | Mito fusion yeast | MBNL1-CUG inh | A-T KAP1 phos | Menin MLL FP TR | PTAP TSG101 blk
Entry for CCn1c(-c2ccco2)nc2ccccc21 : 17.6 | 5.2% | 0.8% | -8.1% | -0.3% | 4.7% | -11.2% | 8.6% | -5.0% | -3.1%
Entry for CCOC(=O)/C(N=Nc1ccc(F)cc1)=C(/O)c1ccc([N+](=O)[O-])cc1 : -9.7 | 5.0% | -2.9% | -19.9% | -4.1% | -1.7% | 7.6% | -7.2% | ? | -1.3%

Carrying on.
The line under a structure holds: TSHR antag	CXXC DNA block	ASM inhibitor	Integrin act MD	TCR activator	Mito fusion yeast	MBNL1-CUG inh	A-T KAP1 phos	Menin MLL FP TR	PTAP TSG101 blk
> Clc1ccc(OCCNCCc2ccccc2)cc1
→ 6.2	3.9%	7.1%	-47.9%[inhibitor]	2.6%	-10.1%	-2.9%	1.6%	0.3%	-0.3%
> COc1ccc(OC(=O)COc2cc(C)ccc2C)cc1
→ -11.6	-9.3%	-2.3%	18.0%	1.3%	0.8%	9.9%	7.5%	5.0%	-0.1%
> CSCC[C@H](NC(=O)N1CCn2c1nc1ccccc12)C(=O)N1CCCCC1
→ 3.3	-6.8%	-0.6%	15.3%	2.1%	4.4%	-3.9%	9.8%	-7.8%	-6.0%
> CSc1ccccc1OCc1cc(C(=O)NCc2cccc(C)n2)no1
→ -9.1	3.7%	0.9%	-5.0%	-5.9%	-13.5%	2.9%	-0.5%	4.8%	-7.1%
> O=C(CN1C(=O)COc2ccc(S(=O)(=O)N3CCCC3)cc21)N1CCCC1
→ 5.8	-0.7%	3.2%	6.4%	5.7%	-4.1%	-22.2%	7.6%	/	-3.2%
> CCN(C(=O)COC(=O)Cc1c[nH]c2ccccc12)c1c(N)n(Cc2ccccc2)c(=O)[nH]c1=O
→ /	/	-5.5%	1.2%	4.6%	-8.6%	/	5.5%	/	1.8%
> COc1ccc(-c2cc(C(F)(F)F)nc(SCC(=O)N3CC(C)OC(C)C3)n2)cc1OC (stereo not drawn)
→ -3.3	-5.0%	70.6%[activator]	-20.6%	-1.2%[46.1 µM]	2.1%	?	-0.7%	-5.8%	-1.5%
> CC(=O)c1ccc(O)c(CC=C(C)C)c1
→ 12.5	-0.9%	-4.8%	-25.8%	0.6%	-0.8%	-10.0%	-18.9%	/	1.2%
> COc1ccc(C2C(C#N)=C(N)Oc3cc(C)n(Cc4ccco4)c(=O)c32)cc1 (stereo not drawn)
→ 11.3	-0.4%	-0.6%	-26.9%	/	-0.6%	?	-2.6%	7.8%	0.4%

Not all compounds are listed. The share of hits here may be higher or lower than overall.
